Screening data (PubChem)
GPR55 LPI antagonism: GPR55 antagonists blocking LPI-driven arrestin recruitment, primary screen, imaging, U2OS, beta-arrestin-GFP, LPI agonist (AID 2013); U2OS GPR55 beta-arrestin-GFP translocation imaging, LPI antagonism; higher % means a stronger effect; one-dose inhibition, % at 10 µM; IC50 in µM for titrated hits; 290,000 compounds, 0.13% hits;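 active = spots per cell inhibited over 60%, with over 100 cells counted and total cytoplasm intensity under 500,000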;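 also: U2OS cells stably carrying GPR55 and arrestin-GFP stimulated by 5 µM LPI near EC80; imaged beta-arrestin-GFP aggregate spots per cell after agonist stimulation; plate controls were LPI-stimulated DMSO wells for no effect and DMSO wells without LPI for full effect; some results filed as inactive read as strong as hits; confirmed hits need IC50 under 10 µM and bright autofluorescent wells are also inconclusive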
K1F lysis inhibition: protection from phage-mediated lysis, alamar blue read-out – E. coli UTI89, K1F phage, bacterial capsule biogenesis inhibitors (AID 488966). E. coli UTI89 K1F phage lysis, alamar blue, 2 h; higher % means a stronger effect. inhibition, % at 100 µM, or IC50 in µM where a hit was titrated. 340,000 compounds, 0.02% hits;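 active = phage lysis inhibition, versus mean bacterial control, above a set limit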;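 also: capsule biogenesis inhibitors block K1F phage lysis so surviving cells raise fluorescence; higher fluorescence means more inhibition of phage lysis; actives were called in the ten point dose series up to 300 µM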
NTR1 ag: agonists of NTR1, primary screen, imaging, U2OS cells, beta-arrestin-GFP, high content (AID 493036); P30989; NTR1-U2OS beta-arrestin-GFP spot imaging, agonist mode; activation, % at 20 µM; 330,000 compounds, 0.17% hits;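 active = activation at or above 40% of the spot to cytoplasm intensity ratio, with at least 20 cells analyzed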;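 also: 0% = DMSO without peptide and 100% = 100 nM NTR1 peptide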
Target sequence (P30989 whole entry, looked up): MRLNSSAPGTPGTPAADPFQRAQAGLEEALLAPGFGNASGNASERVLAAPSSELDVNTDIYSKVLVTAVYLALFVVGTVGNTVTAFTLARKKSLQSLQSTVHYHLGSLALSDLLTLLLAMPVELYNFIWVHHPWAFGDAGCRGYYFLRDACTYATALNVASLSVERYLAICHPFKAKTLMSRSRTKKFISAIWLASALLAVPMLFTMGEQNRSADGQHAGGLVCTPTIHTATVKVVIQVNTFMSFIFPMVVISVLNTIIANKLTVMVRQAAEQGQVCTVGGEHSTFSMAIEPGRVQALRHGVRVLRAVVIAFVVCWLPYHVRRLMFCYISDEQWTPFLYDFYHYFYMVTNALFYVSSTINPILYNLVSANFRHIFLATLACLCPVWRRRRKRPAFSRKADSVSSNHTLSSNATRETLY
NOD1 inhibition: NOD1 signaling inhibitors, primary screen, cell-based, luminescence, uHTS (AID 1578). NOD1-driven NF-kB luciferase reporter cells, luminescence; higher % means a stronger effect. inhibition, % at 4 µM, or EC50 in µM where a hit was titrated. 290,000 compounds, 1% hits; in the data active = inhibition mostly above about 36%, no sharp cut-off; inactive = mostly below about 34%;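 also: HEK-293T reporter cells stimulated with the NOD1 agonist gamma-tri-DAP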
GPR35 arrestin U2OS: inhibition of zaprinast-stimulated GPR35 beta-arrestin translocation – imaging, U2OS, beta-arrestin-GFP, zaprinast agonist, primary screen (AID 2058) | one-dose inhibition, % at 10 µM; IC50 in µM for titrated hits | 290,000 compounds, 0.052% hits | U2OS GPR35 beta-arrestin-GFP translocation imaging, zaprinast antagonism; higher % means a stronger effect;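 active = inhibition of at least 50% with at least 30 cells and total cytoplasm GFP at most 10,000,000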
KOR beta-arrestin-1: KOR antagonists, beta-arrestin recruitment, cell-based, luminescence, uHTS (AID 1778) | 290,000 compounds, 0.091% hits | KOR beta-arrestin recruitment, luminescence, antagonist mode; higher % means a stronger effect | one-dose inhibition, % at 10 µM; IC50 in µM for titrated hits; in the data active = inhibition above about 50%; also: strong numbers were not always called active
KOR beta-arrestin-2: KOR agonists, beta-arrestin recruitment, primary screen, cell-based, luminescence, uHTS (AID 1777). 280,000 compounds, 0.02% hits. KOR beta-arrestin recruitment, luminescence; higher % means a stronger effect. activation, % at 10 µM; hits with a dose series show EC50 in µM; in the data active = activation above about 50%, passing the limit was not always enough; also: a part of the inactive calls stands beside numbers as strong as those of hits
Rac1 GTP hydrolysis: MgcRacGAP GTPase-activating activity inhibitors, confirmation, biochemical, ADP Hunter fluorescence | MgcRacGAP-stimulated Rac1 GTP hydrolysis, ADP Hunter fluorescence; higher % means a stronger effect; GST-tagged Rac1 F28L mutant substrate | inhibition, % at 30 µM; hits with a dose series show IC50 in µM | 340,000 compounds, 0.6% hits;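 active = first-screen hits whose inhibition reached a set limit at any dose in the follow-up dose series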;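 also: fluorescence reports GDP produced by GAP-driven GTP hydrolysis; strong numbers were not always called active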
GPR55 activation: GPR55 agonists via beta-arrestin recruitment, primary screen, imaging, U2OS cells, beta-arrestin-GFP redistribution (AID 1961); U2OS GPR55 beta-arrestin-GFP redistribution imaging; higher % means a stronger effect; one-dose activation, % at 10 µM; EC50 in µM for titrated hits; 290,000 compounds, 0.048% hits;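 active = activation above 40% with more than 50 cells counted in the well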;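 also: U2OS osteosarcoma cells stably expressing GPR55 and beta-arrestin-GFP; plate controls were DMSO negative control for no effect and LPI positive control for full effect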
NTR1 ag cell count 20 µM: further read-out of NTR1 ag, marked with its call; cell count; measured here: cell count, cytotoxicity flag
Active calls of the source: *; / = not tested or not shown; [ ] = remark or other dose.

The line under a structure holds: GPR55 LPI antagonism	K1F lysis inhibition	NTR1 ag	NTR1 ag cell count 20 µM	NOD1 inhibition	GPR35 arrestin U2OS	KOR beta-arrestin-1	KOR beta-arrestin-2	Rac1 GTP hydrolysis	GPR55 activation
COC(=O)Oc1ccc(/C=N/NS(=O)(=O)c2ccccc2)cc1OC
 : -4%	0.4%	-0.2	64	16%	0%	-38%[20 µM]	5.1%	6%	-0.2%
Cn1c(/C=C/c2cccc([N+](=O)[O-])c2)c([N+](=O)[O-])c(=O)n(C)c1=O
 : -5%	0.6%	1.4	52	27%	2%	3%	4.6%	14%	-0.1%
CSc1ccc(/C=C(/NC(=O)c2ccco2)C(=O)N2CCCCC2)cc1
 : 12%	0.1%	0.1	71	-76%	0%	-8%	4.6%	11%	0.2%
Cc1cccc(NC(=O)C2CCCN(S(=O)(=O)c3cccs3)C2)c1C (stereo not given)
 : 0%	2.7%	-0.5	38	6%	10%	-35%	-0.3%	2%	0.3%
COc1cc(/C=C2/NC(=O)N(Cc3ccccc3F)C2=O)ccc1Oc1ccc([N+](=O)[O-])cn1
 : 0%	3.5%	1.5	48	-69%	/	-26%	3.6%	4%	-0.3%
O=S(=O)(c1ccc(N2CCCC2)nc1)N1CCOCC1
 : -8%	1.3%	-0.3	46	4%	7%	-4%	-2.8%	18%	0.0%
CCOC(=O)c1cc(Br)c(=O)n2ccccc12
 : -16%	1.0%[50 µM]	-0.8	40	-4%	-6%	0%	-0.3%	3%	0.7%
C=CCOc1c(Br)cc(/C=C2/C(=O)ON=C2C)cc1OC
 : -8%	-0.1%	-0.6	88	-2%	-2%	-62%	-1.9%	-5%	-0.3%
Cc1ccc(NC(=O)CCNS(=O)(=O)c2ccc3[nH]c(=O)oc3c2)c(Cl)c1
 : 12%	0.1%	-1.9	54	-9%	19%	-9%	-1.3%	-23%	-0.2%
O=C(CCNC(=O)c1ccc(Cl)cc1)Nc1ccc(Cl)cc1F
 : 8%	0.3%	-1.6	72	-9%	0%	12%	-0.5%	2%	-0.3%
CCc1cccc(C)c1NC(=S)NCC(c1cccnc1)N(C)C (stereo not given)
 : -6%	0.1%	-1.1	86	-30%	-4%	-4%	35%	6%	0.9%
COc1cc(OC)c(NS(=O)(=O)c2c(C)[nH]c(=O)[nH]c2=O)cc1Cl
 : -2%	1.8%[50 µM]	0.2	86	0%	-5%	14%	-6.0%	10%	0.0%
COc1ccc(S(=O)(=O)N2CC3C4C=CC(C4)C3C2)cc1 (stereo not given)
 : 18%	0.0%	0.4	51	-51%	-5%	-20%	3.3%	2%	-0.3%
CCN(CC)C(=O)CSc1ncnc2sccc12
 : 3%	0.1%	0.1	85	-43%	-16%	7%	-5.8%	-23%	0.6%
COc1ccc(CCNc2c3ccccc3nc3ccccc23)cc1OC
 : 10%	-0.2%	0.7	58	-6%	-1%	5%	-2.0%	1%	0.7%
O=S(=O)(c1ccc(Br)s1)N1CCN(Cc2ccc3c(c2)OCO3)CC1
 : 1%	-0.3%	-0.8	32	-88%	-12%	-12%	-4.7%	12%	-0.2%
CCO[C@@H]1OC(C(=O)N2CCN(Cc3ccccc3)CC2)=C[C@H](C2CC2)[C@H]1CCCO
 : 6%	-0.1%	3.1	111	-33%	-11%	-14%	1.7%	5%	0.2%
Cc1ccc(S(=O)(=O)NC(C(=O)Oc2ccc3c(C)c(Cl)c(=O)oc3c2)c2ccccc2)cc1 (stereo not given)
 : 27%	-0.4%	1.1	55	-51%	0%	-14%	-2.8%	8%	-0.1%
Nc1ccc(S(=O)(=O)c2ccc(Cl)cc2)cc1
 : 7%	-0.1%	0.9	60	4%	-1%	8%	/	14%	-0.1%
O=C(NNC1CC(=O)N(c2ccc(Cl)cc2)C1=O)c1ccccc1Cl (stereo not given)
 : -6%	4.3%	-1.7	53	-10%	11%	29%[20 µM]	-2.7%	3%	0.0%
CCNc1nc(OC)nc(SCC(=O)Nc2ccccc2)n1
 : -10%	0.0%	0.5	64	-19%	-2%	-5%	8.1%	12%	-0.1%
Cc1cc(C)c(S(=O)(=O)N2CCC(C(=O)NCc3ccncc3)CC2)c(C)c1
 : 13%	-0.1%	-0.7	70	-20%	11%	-2%	-3.5%	5%	0.0%
COc1ccc(-n2c(O)c(C=Nc3ccccc3)c3ccccc3c2=O)cc1
 : 4%	-0.2%	-0.3	61	-2%	12%	-9%	-4.6%	4%	-0.4%
CN(C)c1ccc(-n2cccc2/C=C2/SC(=Nc3ccc(F)cc3)NC2=O)cc1
 : 4%	0.0%	2.0	53	-15%	-7%	3%	-4.1%	16%	-0.1%
O=C(CCCc1ccccc1)Nc1ccc2c(c1)OCCO2
 : -11%	-1.0%	0.1	47	-54%	0%	1%[20 µM]	-1.4%	5%	0.4%
CCOC(=O)c1csc(NC(=O)c2cc(=O)c3ccccc3o2)n1
 : 6%	-0.3%	-1.3	29	-29%	2%	3%	-4.8%	20%	0.0%
O=C(N/N=C/c1cc([N+](=O)[O-])ccc1O)Nc1ccccc1
 : 1%	-1.3%	0.3	48	-25%	16%	-28%[20 µM]	/	0%	0.2%
Cc1ccccc1CN1CCC(Oc2ccc(C(=O)NCc3ccccn3)cc2)CC1
 : 10%	1.3%	-0.4	54	17%	14%	-32%	1.3%	9%	-0.2%
O=C(Nc1ccccc1Br)C1CCCN1S(=O)(=O)c1cccc2nsnc12 (stereo not given)
 : 19%	-0.2%	-1.1	60	-12%	-6%	-21%	-0.5%	7%	-0.1%
N#Cc1cccnc1N1CCN(C(=O)COCC(=O)O)CC1
 : 0%	-0.1%	-0.5	64	-4%	4%	2%	/	4%	-0.2%
CC(=O)NC1=NC(=O)/C(=C/c2cc(C)n(-c3cccc(C(=O)O)c3)c2C)S1
 : -3%	/	-0.9	93	-19%	-4%	-4%	7.5%	/	2.0%
COc1ccc(NC(=O)C(c2ccc(OC)cc2)N(Cc2ccco2)C(=O)CC2NC(=O)NC2=O)cc1 (stereo not given)
 : 0%	0.1%	-1.4	75	-20%	-12%	-17%	5.7%	-3%	-0.3%
COCCn1c(SCC(=O)NCc2ccc(OC)c(OC)c2)nc2ccccc21
 : -4%	-0.1%	0.8	40	18%	-10%	-6%	-4.9%	4%	-0.1%
O=C(NC(=S)N1CCN(c2nc(-c3ccccc3)cs2)CC1)c1cccnc1
 : 12%	6.5%	1.0	53	-9%	-8%	20%	-2.9%	5%	0.0%
Cc1cc(=O)[nH]c(SCCCOc2ccccc2Cl)n1
 : -3%	0.2%	-1.3	42	1%	-11%	-20%	3.2%	7%	-0.1%
CCCCOc1ccc(Cl)cc1CSc1nnc(C)n1N
 : 13%	1.4%	0.9	84	-8%	-12%	6%	-2.1%	3%	0.2%
O=C(C[n+]1ccccc1)N/N=C/c1ccc(Cl)c(Cl)c1
 : 5%	0.3%	-0.5	105	-18%	-5%	8%	-1.2%	9%	0.0%
c1ccc(-n2nnnc2-n2cnc3ccccc32)cc1
 : 2%	0.0%	0.5	45	-7%	0%	6%	-2.9%	9%	-0.1%
CCOC(=O)N1CCN(S(=O)(=O)c2ccc3c(c2)OCC(=O)N3)CC1
 : 5%	0.6%	-1.8	84	-4%	-8%	20%	-2.7%	1%	0.0%
COc1ccc(Br)cc1CNCCSc1nnnn1C
 : 7%	0.3%	3.6	77	-14%	9%	-8%	2.9%	3%	0.3%
N#Cc1ccccc1COC(=O)c1ccc(Br)o1
 : 6%	0.3%	-2.2	67	13%	25%	5%	0.0%	7%	0.7%
CCSc1nnc(NC(=O)C2CCN(S(=O)(=O)c3cc(C(F)(F)F)ccc3Cl)CC2)s1
 : 12%	0.3%	5.8	53	-28%	-6%	-12%	4.1%	7%	0.1%
O=C(CCCSc1nc2ccccc2[nH]1)NC1=NCCS1
 : -7%	1.8%	-1.9	78	-10%	4%	-29%	1.9%	10%	-0.2%
COC(=O)C1C(c2ccccc2)C=CC(c2ccccc2)C1C(=O)O (stereo not given)
 : 1%	0.1%	1.0	53	-2%	4%	-40%	5.8%	10%	-0.3%
CCOC(=O)c1c(S(=O)(=O)NCC2CCN(Cc3cccc(F)c3)CC2)c(C)n(C)c1C
 : 7%	0.4%	-0.2	61	1%	-1%	-27%	2.0%	15%	-0.2%
CCC(C)NC(=O)C1CCCN(C(=O)Nc2ccc(F)cc2)C1 (stereo not given)
 : -12%	0.4%	1.0	80	-5%	9%	18%	-7.6%	6%	0.9%
Cc1cc(CN(C)Cc2ccc(OCC(O)CN(C)Cc3ccccc3)cc2)on1 (stereo not given)
 : -7%	-0.3%	-1.5	84	-30%	3%	2%	-4.0%	2%	0.0%
C/C(=N\N1CCN(C)CC1)c1ccc(Cl)c(Cl)c1
 : -8%	6.0%	0.3	70	-18%	-6%	21%	-6.2%	-1%	0.1%
CCC(C)C(=O)N1CCc2cc(-c3csc(N)n3)ccc21 (stereo not given)
 : 0%	1.1%	3.1	58	-68%	1%	-17%	3.5%	8%	-0.3%
COc1ccc(Cl)cc1NC(=O)Nc1cc(C)on1
 : -9%	0.0%	1.4	63	-14%	-5%	-22%	0.7%	4%	0.3%
COc1ccc(-c2csc(NC(=O)C(CC(=O)O)N3CCOCC3)n2)cc1 (stereo not given)
 : -21%	0.3%	-0.2	58	-21%	6%	-10%	-3.1%	7%	0.3%

Part of the list above, with bars between the fields.
Molecule | GPR55 LPI antagonism | K1F lysis inhibition | NTR1 ag | NTR1 ag cell count 20 µM | NOD1 inhibition | GPR35 arrestin U2OS | KOR beta-arrestin-1 | KOR beta-arrestin-2 | Rac1 GTP hydrolysis | GPR55 activation
Cc1ccccc1CN1CCC(Oc2ccc(C(=O)NCc3ccccn3)cc2)CC1 | 10% | 1.3% | -0.4 | 54 | 17% | 14% | -32% | 1.3% | 9% | -0.2%
O=C(Nc1ccccc1Br)C1CCCN1S(=O)(=O)c1cccc2nsnc12 (stereo not given) | 19% | -0.2% | -1.1 | 60 | -12% | -6% | -21% | -0.5% | 7% | -0.1%

These rows are one share of the data; count on the stated rates, not on these rows.
